# PHOSPHO1 inh – PHOSPHO1 (human) inhibition | Q8TCT1 | recombinant PHOSPHO1, absorbance phosphatase assay | inhibition, % at 13.3 µM | 290,000 compounds, 1.1% hits | AID 1565; in the data active = inhibition above about 60%
# Target sequence (Q8TCT1 whole entry, looked up): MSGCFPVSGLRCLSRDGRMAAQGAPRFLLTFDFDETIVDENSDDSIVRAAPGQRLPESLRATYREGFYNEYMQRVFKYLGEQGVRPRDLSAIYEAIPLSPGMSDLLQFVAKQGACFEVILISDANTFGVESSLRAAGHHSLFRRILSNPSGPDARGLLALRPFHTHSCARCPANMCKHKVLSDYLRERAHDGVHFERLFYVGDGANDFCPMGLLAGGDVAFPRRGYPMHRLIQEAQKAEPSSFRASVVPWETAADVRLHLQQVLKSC
# UBC9 SUMO inh – inhibitors of human SUMOylation (UBC9); HTRF SUMOylation assay, SAE1/SAE2 + UBC9, in vitro; inhibition, % at 35 µM; 290,000 compounds, 0.36% hits; AID 2006; in the data active = inhibition above about 50%, passing the limit was not always enough; note: strong numbers were not always called active
# Target sequence (P63279 whole entry, looked up): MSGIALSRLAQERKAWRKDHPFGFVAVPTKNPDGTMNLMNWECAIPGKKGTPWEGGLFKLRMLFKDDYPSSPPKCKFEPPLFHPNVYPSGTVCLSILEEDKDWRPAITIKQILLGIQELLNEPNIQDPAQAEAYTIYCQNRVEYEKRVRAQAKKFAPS
# HCV NS3 hel inh – blocks Hepatitis C virus NS3 helicase unwinding. NS3 helicase DNA unwinding, Cy5 molecular beacon fluorescence. inhibition, % at 10.9 µM. 290,000 compounds, 0.56% hits;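 active = inhibition above the mean of all tested compounds plus 3 SD, set per campaign, cut at about 35% in these data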;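 note: 0% = DMSO wells and 100% = thioflavine S control wells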
#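 Compound dosing – single dose, 10.9 µM nominal final, DMSO 0.8% final · System – NS3 helicase fragment of HCV · Buffer or medium – MOPS pH 6.5, MgCl2, DTT, Tween20, BSA · Signal – Cy5 beacon fluorescence read at start and 1 h · Also added – annealed dual-labelled DNA beacon duplex, ATP-started · Schedule – 1 h at 25 °C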
# VIM-2 inh – blocks Pseudomonas aeruginosa VIM-2 metallo-beta-lactamase | 290,000 compounds, 0.89% hits | inhibition, % at 5.6 µM | purified VIM-2, nitrocefin hydrolysis, epi-absorbance fluorescence;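 active = inhibition above the mean of all tested compounds plus 3 SD, cutoff set per screening run, cut at about 7.5% in these data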;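 note: red hydrolysis product quenches plate fluorescence so inhibitors raise well fluorescence; 0% = enzyme with DMSO and 100% = DMSO without enzyme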
# DNA FID counter – fluorescent intercalator displacement, NS3 helicase counter-screen; DNA fluorescent intercalator displacement, fluorescence; inhibition, % at 7.9 µM; 290,000 compounds, 0.17% hits; AID 1845; in the data active = inhibition above about 37%;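 note: 0% = vehicle and 100% = reference compound; higher means more ethidium bromide displaced from hairpin DNA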
# p-CIP stab down – p/CIP protein destabilization; 290,000 compounds, 0.01% hits; F442A p/CIP-EGFP cells, EGFP fluorescence, 16 h; decrease of EGFP signal, % at 10 µM;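 active = EGFP signal decrease of at least 30% at 10 µM or well 3 SD below plate mean, unless failing retest; inactive = the rest, including hits failing retest or dose response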; note: some compounds called inactive have numbers as strong as hits; many of its hits are not listed in these tables
# MEKK3 PB1 HTS – raises or lowers MEK5 binding to the human MEKK3 PB1 domain. bead-based flow cytometry, Alexa488-MEK5 binding to MEKK3; actives lie on both sides; 0 = blocked by unlabeled MEK5, 100 = vehicle. Q99759. 290,000 compounds, 1.4% hits. binding response (% of control), % at 10 µM;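 active = binding response more than 3 SD above or below the average of its plate-row segment, actives on both sides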;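 note: Alexa488 bead fluorescence after subtracting the streptavidin-only scavenger bead signal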
# Target sequence (Q99759 whole entry, looked up, the tested form may be a part): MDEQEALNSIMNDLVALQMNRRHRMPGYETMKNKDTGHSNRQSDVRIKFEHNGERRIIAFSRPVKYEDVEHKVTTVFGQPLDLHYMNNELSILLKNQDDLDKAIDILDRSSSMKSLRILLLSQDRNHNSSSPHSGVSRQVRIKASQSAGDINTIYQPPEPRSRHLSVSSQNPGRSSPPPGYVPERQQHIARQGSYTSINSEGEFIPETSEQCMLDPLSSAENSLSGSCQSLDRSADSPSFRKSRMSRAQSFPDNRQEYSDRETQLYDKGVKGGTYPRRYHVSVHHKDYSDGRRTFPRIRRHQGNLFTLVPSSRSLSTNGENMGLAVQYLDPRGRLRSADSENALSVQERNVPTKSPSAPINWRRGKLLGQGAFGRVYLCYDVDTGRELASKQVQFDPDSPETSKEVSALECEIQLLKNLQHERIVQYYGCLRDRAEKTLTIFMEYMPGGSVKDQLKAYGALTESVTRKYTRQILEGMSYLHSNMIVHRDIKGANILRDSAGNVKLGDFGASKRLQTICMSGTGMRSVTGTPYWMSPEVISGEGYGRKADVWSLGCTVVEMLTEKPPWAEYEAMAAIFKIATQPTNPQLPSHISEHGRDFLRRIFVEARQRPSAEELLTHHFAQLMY
# IMP-1 inh – inhibitors of Pseudomonas aeruginosa IMP-1 metallo-beta-lactamase. 290,000 compounds, 0.45% hits. AID 1556. inhibition, % at 5.6 µM. purified IMP-1, nitrocefin hydrolysis, epi-absorbance fluorescence;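 active = inhibition above the mean plus 3 SD of all compounds in the same screening run, cut at about 4.5% in these data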;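 note: 0% = IMP-1 with DMSO and 100% = DMSO wells lacking enzyme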
#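 System: purified recombinant IMP-1 beta-lactamase. Medium: Zinc- and detergent-supplemented HEPES buffer, pH 7.1. Compound: one 5.6 µM dose […]. Schedule: 15 min preincubation plus 25 min reaction at 25 °C. Technique: Epi-absorbance fluorescence, 480 nm excitation, 530 nm emission.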
# IDE cell activ – IDE (human) activation, cell-based; HEK cells, FAbeta-B cleavage, fluorescence polarization; 0% vehicle, 100% cell-free pure enzyme wells; activation, % at 5.96 µM; 340,000 compounds, 0.073% hits;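 active = activation above the mean of all tested compounds plus 3 SD, set per screening campaign, cut at about 17% in these data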
# * marks the source's active call; other numbers are inactive results; nt = no result given.
SMILES	PHOSPHO1 inh	UBC9 SUMO inh	HCV NS3 hel inh	VIM-2 inh	DNA FID counter	p-CIP stab down	MEKK3 PB1 HTS	IMP-1 inh	IDE cell activ
CCOC(=O)C1CCCN(CCC(=O)Nc2ccc3c(c2)CCC3)C1 (stereo not given)	11	12	-10	-2.4	6	0	102	-2.4	2
Cc1ccc2c(N)c(C)ccc2c1	24	-19	5	-0.9	-1	2	104	-3.0	0
COc1ccc(S(=O)(=O)N2CCC(NC(=O)c3cccnc3)CC2)cc1	-27	-9	10	-5.1	-12	-10	102	-5.1	3
O=C1OC(N2CCN(C(=O)c3ccco3)CC2)c2ccccc21 (stereo not given)	10	-2	3	-3.6	1	-4	87	-3.1	-1
COc1ccc(S(=O)(=O)N2CCOCC2)cc1NC(=O)CSc1nnc(C2CC2)n1N	-29	-7	17	-2.6	-4	-22	102	-1.8	-4
CC1Cn2c(CCc3ccccc3)nnc2S1 (stereo not given)	-8	-4	0	-1.4	-1	2	nt	-2.7	1
CN(C)c1ccc(C(=S)Nc2ccccc2)cc1	-12	14	-8	-0.9	1	-9	90	-0.5	-3
Cc1ccc(C)c(C(C)NC(=S)NC2CCCCC2)c1 (stereo not given)	8	16	-3	-5.7	-28	-16	98	-3.4	1
O=C(NCCNC(=O)c1ccco1)c1cccc(F)c1	15	2	-1	-2.4	2	-10	103	-3.6	0
Nc1oc2ccc(F)cc2c(=O)c1C=O	5	-2	5	-2.9	0	-4	97	-1.9	5
Cc1cc(C)n2nc(CNS(=O)(=O)c3c(F)c(F)c(F)c(F)c3F)nc2n1	65*	18	10	-2.7	-10	-4	101	-2.2	8
Cc1ccc(C(=O)Nc2ccc(S(=O)(=O)N3CCCC3)cc2)s1	6	-10	-11	-2.6	-8	4	104	-3.0	8
CC1CCCN(C(=O)Cn2nnc(-c3ccc([N+](=O)[O-])cc3)n2)C1 (stereo not given)	3	-5	-2	-1.6	-3	-2	104	0.1	-2
C=CCOc1ccc(C=Nc2cccc(Cl)c2)c(O)c1	5	26	1	-3.4	-2	-4	101	-2.5	-2
Cc1nc(N2CCOCC2)nc(Oc2ccccc2F)c1[N+](=O)[O-]	7	2	7	1.5	-7	3	87	-0.4	1
COc1ccc2c(c1)c(C(C)=O)c(C)n2CCc1ccc(OC)c(OC)c1	32	7	13	2.8	-46	-3	102	-1.2	-3
CCN(CC)S(=O)(=O)c1cccc(C(=O)N[C@H](C(=O)NCc2ccccc2F)C(C)C)c1	-7	4	-3	-3.7	-29	-1	93	-0.9	6
CCS(=O)(=O)N1CCN(c2ccnc3cc(Cl)ccc23)CC1	30	27	15	1.4	-6	-5	88	-0.6	nt
COc1ccc(/C=C2\SC(=S)N(CCC(=O)NCCc3ccc(O)cc3)C2=O)cc1	24	26	-3	-2.6	-24	-5	98	-0.2	-11
O=C1CSC(c2cccc(O)c2)N1Cc1ccccc1 (stereo not given)	nt	20	-14	-1.2	-12	-4	101	-1.5	-1
O=C(NCCNS(=O)(=O)c1ccccc1)c1cc(OCC(F)(F)F)ccc1OCC(F)(F)F	62*	17	-10	0.9	-17	-8	110	-1.3	4
Cc1c(-c2nc(-c3ccncc3)no2)cccc1[N+](=O)[O-]	12	3	4	0.8	0	-9	101	-1.6	5
COc1cccc(OC)c1C(=O)Nc1cccnc1	36	6	5	-2.1	0	13	98	-1.7	-1
Cc1cnc(C(=O)N2CCc3c([nH]c4ccccc34)C2c2ccc(F)cc2)cn1 (stereo not given)	35	0	-7	-2.2	-27	10	108	-0.9	1
CCC(C(=O)NCC1CCCO1)n1nc(C)c2sc3ccccc3c2c1=O (stereo not given)	6	16	-2	-1.7	-38	-8	98	-5.1	0
CCOc1ccc(CN(C)C(=O)CCl)cc1	37	18	-5	-0.3	1	-22	100	-0.8	9
CCOc1ccccc1-c1nc(C(N)=O)c2[nH]c(=O)n(-c3ccccc3)c2n1	1	-27	-5	-3.0	-5	-12	102	-2.6	5
Cc1cc(C(=O)N/N=C/c2ccc(N(C)C)cc2)c2ccccc2n1	25	-5	0	-2.9	-17	4	103	-2.2	-16
COc1ccc(OCC(O)CNC2CCCC2)cc1 (stereo not given)	nt	8	6	-2.5	-1	3	102	-3.4	5
CC1CCC(N(C(=O)c2csnn2)C(C(=O)NC(C)(C)C)c2cccnc2)CC1 (stereo not given)	-14	13	-17	-2.7	-17	-8	103	-1.4	8
Cc1cc(C(=O)NCc2ccc(F)cc2)n(-c2ccccc2)n1	28	10	5	-1.2	-5	-11	102	-3.0	1
CC(=O)Cc1nsc(Nc2ccccc2)n1	15	15	5	-3.3	-1	4	111	-3.0	-2
COc1ccc(CCNC(=O)COc2ccc(N(C)S(=O)(=O)c3ccc(C)cc3)cc2)cc1	8	-12	-20	-3.1	-18	1	104	-2.1	7
COc1ccc(NC(=O)CNC(=O)c2ccc([N+](=O)[O-])cc2)cc1	42	6	-7	-3.0	1	-5	95	-2.4	0
CCc1nnc(NC(=O)c2ccc(S(=O)(=O)N3CCCCCC3)cc2)s1	22	-5	-2	-3.7	-4	-13	98	-1.9	6
COc1ccc(CNC(=O)CCCn2nc(C)c3c(C)n(-c4ccc(C)cc4)nc3c2=O)cc1	22	14	4	-1.2	-65	-2	100	-3.0	-1
CC(C)Cc1ccc(/C(=N/O)C(=O)O)s1	-15	-10	1	-1.7	-5	-6	104	-1.5	5
COCCNC(=O)C(OC(=O)c1ccco1)c1ccccc1OC (stereo not given)	-7	-2	-11	1.0	4	-3	123*	0.1	0
O=C(Nc1nnc(SCCN2CCOCC2)s1)C1CC(=O)N(c2ccccc2)C1 (stereo not given)	9	5	-2	-3.9	-32	2	102	-3.2	0
COc1ccc(NC(=O)CCN2C(=O)c3ccccc3S2(=O)=O)cc1	8	3	6	-3.4	-2	1	95	-6.3	8
COc1cc(-c2nnc(SCc3cc(=O)oc4cc(O)c(O)cc34)o2)cc(OC)c1OC	50	41	15	2.2	-23	2	86	-6.5	-7
O=C(CC1C(=O)NCCN1Cc1ccc(Cl)c(F)c1)NCCc1cccnc1 (stereo not given)	8	19	-4	-0.7	-10	7	78	-2.2	8
CC1Cc2ccccc2N1C(=O)Cn1c(=O)cc(O)c2ccccc21 (stereo not given)	36	-6	-6	-1.0	-19	-21	105	-2.0	-4
Cc1ccc2c(c1)c(N=O)c(O)n2Cc1ccc(Cl)cc1	29	-1	10	-2.3	-16	-7	105	-3.2	3
COc1ccccc1OCCOCCn1cnc2ccccc2c1=O	-31	8	1	-2.4	-10	6	106	2.9	-1
C=CCNC(=O)CSc1nc2sc(C)c(C)c2c(=O)[nH]1	5	0	-1	-1.3	-4	-9	113	-3.2	4
COc1cc(C2NC(=O)NC(c3ccccc3)=C2C(C)=O)cc([N+](=O)[O-])c1O (stereo not given)	40	16	-14	-2.2	2	-21	99	-2.0	9
CCOC(=O)N1CCN(CC(O)COc2ccc(OC)cc2C(C)(C)C)CC1 (stereo not given)	9	-6	-3	-1.6	-17	-6	102	-0.9	5
COC(=O)c1nn(-c2ccccc2)c(Cl)c1/C=N/OCc1ccc(Cl)cc1Cl	12	15	12	-3.1	-2	-21	90	-3.1	-4
Cc1ccc(S(=O)(=O)N2CCOC2CNC(=O)C(=O)NCc2ccncc2)cc1 (stereo not given)	37	-17	-2	-1.9	-9	-7	98	-2.3	9

# Printed as active in MEKK3 PB1 HTS, among the entries above:
Molecule | PHOSPHO1 inh | UBC9 SUMO inh | HCV NS3 hel inh | VIM-2 inh | p-CIP stab down | MEKK3 PB1 HTS | IMP-1 inh | IDE cell activ
COCCNC(=O)C(OC(=O)c1ccco1)c1ccccc1OC (stereo not given) | -7 | -2 | -11 | 1.0 | -3 | 123* | 0.1 | 0

# Additional structures.
SMILES	PHOSPHO1 inh	UBC9 SUMO inh	HCV NS3 hel inh	VIM-2 inh	DNA FID counter	p-CIP stab down	MEKK3 PB1 HTS	IMP-1 inh	IDE cell activ
COc1ccc(C2C(C(=O)O)CCC(=O)N2c2ccc(OC)cc2)cc1 (stereo not given)	6	6	3	-4.5	-3	0	85	-1.9	-4
COc1ccc2oc(=O)c(NC(=O)C3CCCCC3)cc2c1	30	1	3	-0.8	-3	-7	93	-0.4	1
COC(=O)c1ccc(C2C(C#N)=C(C)NC3=C2C(=O)CC(C)(C)C3)cc1 (stereo not given)	-1	4	0	2.3	-11	-10	95	-0.2	-2
O=[N+]([O-])c1ccc(S(=O)(=O)NCCc2ccncc2)cc1	8	-7	-18	-2.5	3	4	128	-2.3	2
Cc1ccc(-c2nn(CC(=O)NN3CCOCC3)c(=O)c3ccccc23)cc1	42	15	-5	-2.0	-32	-9	90	-2.1	nt
CC(=O)Nc1ccc(S(=O)(=O)Nc2c(C)nn(-c3ccccc3)c2C)cc1	12	-2	-3	-1.5	0	-24	96	3.6	-3
Cc1c(C(=O)Nn2cnnc2)oc2ccccc12	-8	24	0	-0.8	1	-2	110	-2.0	0
NC(=O)C1CCCN(CC(=O)N2CCN(c3ccccc3)CC2)C1 (stereo not given)	36	-18	1	0.0	-7	4	104	-3.0	4
Cc1ccc2c(c1)cc1c(=O)n(CC(=O)NCCCc3ccccc3)nc(C)n12	42	28	2	-0.2	-13	-13	97	-0.3	3
Cc1ccc(C)c(-n2c3nc(=O)n(C)c(=O)c-3cc3ccccc32)c1	2	34	2	-1.6	-11	-2	111	-0.9	-5

# Entries listed so far with a COOH group, in the order listed:
SMILES	PHOSPHO1 inh	UBC9 SUMO inh	HCV NS3 hel inh	VIM-2 inh	DNA FID counter	p-CIP stab down	MEKK3 PB1 HTS	IMP-1 inh	IDE cell activ
CC(C)Cc1ccc(/C(=N/O)C(=O)O)s1	-15	-10	1	-1.7	-5	-6	104	-1.5	5
COc1ccc(C2C(C(=O)O)CCC(=O)N2c2ccc(OC)cc2)cc1 (stereo not given)	6	6	3	-4.5	-3	0	85	-1.9	-4

# (more compounds)
SMILES	PHOSPHO1 inh	UBC9 SUMO inh	HCV NS3 hel inh	VIM-2 inh	DNA FID counter	p-CIP stab down	MEKK3 PB1 HTS	IMP-1 inh	IDE cell activ
CC(/C=N/NC(=O)CSc1nnc(SCc2ccccc2)s1)=C\c1ccco1	13	2	16	-4.0	-15	5	93	-3.4	-2
Cc1ccc(Cl)cc1NC(=O)C1CCCN(S(=O)(=O)c2c(C)noc2C)C1 (stereo not given)	11	-27	2	-4.0	-5	-2	95	-4.4	1
Nc1ccc(NC(=S)Nc2ccccc2)cc1	42	7	-10	-3.4	1	3	105	-3.4	1
CCc1ccccc1NC(=O)Nn1cnnc1	17	16	13	-2.0	-7	-8	99	-2.4	4
CCCOc1c(OC)cc(Cl)cc1C1NC(=O)NC(C)=C1C(=O)NCc1ccccc1 (stereo not given)	3	3	-6	-2.0	-25	1	98	1.2	-3
CSc1ccccc1C(=O)C1CCCN(C(=O)CCN2CCCO2)C1 (stereo not given)	46	20	10	-0.7	-6	-12	96	-0.6	0
COc1ccc2[nH]cc(/C=C(/C#N)S(=O)(=O)c3ccccc3)c2c1	5	-15	-10	-0.9	3	6	111	-0.1	-5
COc1ccc2c(=O)c(C(=O)NCCc3ccc(OC)c(OC)c3)c[nH]c2c1	15	8	-15	2.1	-6	8	101	-1.1	-1

# Screening results from PubChem BioAssay.

# These rows are one share of the data. The share of hits here may be higher or lower than overall.
